# Screening data from PubChem BioAssay.
# Bcl-2 Bim block = inhibitors of Bim-Bcl-2 binding, primary screen, biochemical, multiplexed, human Bcl-2 family | inhibition, % at 10 µM | actives 0.06% (n = 190,000) | Bead-based flow cytometry, Bim peptide-Bcl-2 binding; in the data active = inhibition above about 40%; inconclusive = no clear call, values can overlap the other calls;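 note: 0% = no compound wells with probe peptide and 100% = reference peptide inhibitor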
# Target sequence (P10415 whole entry, looked up): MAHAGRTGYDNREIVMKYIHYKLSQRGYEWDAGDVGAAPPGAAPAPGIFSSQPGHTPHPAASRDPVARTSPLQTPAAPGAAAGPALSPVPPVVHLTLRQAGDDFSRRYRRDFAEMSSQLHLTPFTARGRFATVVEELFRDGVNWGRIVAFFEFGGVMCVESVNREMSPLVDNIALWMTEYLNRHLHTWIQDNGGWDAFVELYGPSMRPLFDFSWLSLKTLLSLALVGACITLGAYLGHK
# RGS4-Gao reg = modulators of RGS4 binding to Galphao, primary screen, biochemical, multiplexed bead flow cytometry; actives lie on both sides; binding response (% of control), % at 10 µM; actives 0.33% (n = 220,000); AID 1415, 2008; in the data active = binding response below about 49% or above about 150%; inactive = in between;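 note: fluorescent Galphao activated with aluminum fluoride binding bead-coupled RGS4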
# Bcl-XL Bim block = inhibitors of Bim-Bcl-XL binding, primary screen, biochemical, multiplexed, bead flow cytometry, human Bcl-XL; Bcl-2-like protein 1 (Homo sapiens), Q07817; Bim peptide-Bcl-XL binding, fluorescence; inhibition, % at 10 µM; actives 0.04% (n = 190,000); AID 1007, 2008
# Target sequence (Q07817 whole entry, looked up): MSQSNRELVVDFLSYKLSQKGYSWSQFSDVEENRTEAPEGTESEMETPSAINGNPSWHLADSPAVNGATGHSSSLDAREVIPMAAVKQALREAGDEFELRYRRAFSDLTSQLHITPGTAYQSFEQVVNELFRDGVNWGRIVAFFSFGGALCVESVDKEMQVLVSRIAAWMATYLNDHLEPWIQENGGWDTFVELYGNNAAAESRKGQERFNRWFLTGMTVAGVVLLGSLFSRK
# Bim-Bcl-B = inhibitors of Bim-Bcl-B binding, primary screen, biochemical, multiplexed, human Bcl-2 family | Bcl-2-like protein 10 (Homo sapiens), Q9HD36 | bead-based flow cytometry, Bim peptide-Bcl-B binding | inhibition, % at 10 µM | actives 0.073% (n = 190,000) | AID 951, 2007;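 note: 0% = tracer peptide without compound and 100% = reference inhibitor peptide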
# Target sequence (Q9HD36 whole entry, looked up): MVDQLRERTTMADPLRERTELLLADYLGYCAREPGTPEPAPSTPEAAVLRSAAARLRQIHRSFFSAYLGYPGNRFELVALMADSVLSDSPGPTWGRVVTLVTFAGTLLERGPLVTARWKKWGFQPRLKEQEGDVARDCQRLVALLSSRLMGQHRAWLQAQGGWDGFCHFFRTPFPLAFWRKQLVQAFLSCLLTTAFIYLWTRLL
# GSH fluor = compound fluorescence on glutathione beads, profiling panel, artefact control, biophysical, 488/530 nm, flow cytometry; GSH beads flow cytometry, compound fluorescence 488/530 nm; hits give high values; fluorescence (KMESF) at 10 µM; actives 0.25% (n = 190,000); AID 1776, 2009; in the data active = fluorescence above about 89;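 note: glutathione beads carrying GST-tagged Bcl family fusion proteins plus one bare bead set; values are compound well signal with DMSO vehicle wells as background; inactives centre near 16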
# RGS7-Gao = RGS7-Galphao binding modulators, primary screen, biochemical, multiplexed bead flow cytometry; Guanine nucleotide-binding protein G(o) subunit alpha (Homo sapiens), P09471; actives lie on both sides; binding response (% of control), % at 10 µM; actives 0.35% (n = 220,000); in the data active = binding response below about 49% or above about 150%; inconclusive = no clear call, values can overlap the other calls; inactive = in between;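 note: fluorescent Galphao held in activated GDP-AlF4 state binding bead-coupled RGS7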
# Bfl-1 Bim block = inhibitors of Bim binding to Bfl-1, primary screen, biochemical, multiplexed, bead-based flow cytometry; inhibition, % at 10 µM; actives 0.12% (n = 190,000); AID 1008, 2008; Bim-Bfl-1 binding inhibition;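 note: 0% = wells without compound plus tracer and 100% = blocker peptide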
# Bim-Bcl-W = inhibitors of Bim binding to Bcl-W, primary screen, biochemical, multiplexed, bead-based flow cytometry | Bcl-2-like protein 2 (Homo sapiens), Q92843 | Bim peptide-Bcl-W binding | inhibition, % at 10 µM | actives 0.02% (n = 190,000) | AID 952, 2007;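 note: 0% = bound tracer without compound and 100% = peptide blocker; higher means less fluorescent Bim peptide bound to Bcl-W beads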
# Target sequence (Q92843 whole entry, looked up): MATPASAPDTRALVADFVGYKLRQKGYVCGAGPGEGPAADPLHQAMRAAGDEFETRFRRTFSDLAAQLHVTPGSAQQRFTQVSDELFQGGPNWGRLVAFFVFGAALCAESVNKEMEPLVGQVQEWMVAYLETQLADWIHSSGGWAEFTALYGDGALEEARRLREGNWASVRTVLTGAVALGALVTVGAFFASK
# RGS8-Gao = RGS8-Galphao binding modulators, primary screen, biochemical, multiplexed bead flow cytometry | Guanine nucleotide-binding protein G(o) subunit alpha (Homo sapiens), P09471 | actives lie on both sides | response (percent of control binding), % at 10 µM | actives 0.34% (n = 220,000) | AID 1423, 2008; in the data active = response below about 60% or above about 140%; inactive = in between;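 note: Galphao activated as the GDP aluminium fluoride complex binding bead-coupled RGS8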
# Mcl1-Bid inh = Mcl-1/Bid binding inhibitors, primary screen, biochemical, TR-FRET, 1536-well. Induced myeloid leukemia cell differentiation protein Mcl-1 (Homo sapiens), Q07820. TR-FRET Mcl-1/Bid-Dy647 peptide binding. inhibition, % at 21.7 µM. actives 0.97% (n = 220,000);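 active = compounds that cut the binding signal by more than half at the single screening dose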;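 note: His-tagged Mcl-1 with europium anti-His antibody binding Bid BH3 peptide; 0% = Mcl-1 plus peptide wells and 100% = peptide-only wells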
# Mcl-1 Bim block = inhibitors of Bim peptide binding to Mcl-1, primary screen, biochemical, bead-based flow cytometry, multiplex; Induced myeloid leukemia cell differentiation protein Mcl-1 (Homo sapiens), Q07820; Bim peptide-Mcl-1 binding; inhibition, % at 10 µM; actives 0.1% (n = 190,000);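 note: 0% = no compound tracer wells and 100% = peptide blocker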
# * marks the source's active call; other numbers are inactive results; ? = inconclusive. Cut-off read from the data, not from the text of the source, unless noted: active = inhibition above about 40%. A portion of the library, so the mix of outcomes need not match the whole.
compound	Bcl-2 Bim block	RGS4-Gao reg	Bcl-XL Bim block	Bim-Bcl-B	GSH fluor	RGS7-Gao	Bfl-1 Bim block	Bim-Bcl-W	RGS8-Gao	Mcl1-Bid inh	Mcl-1 Bim block
Cc1ccc2c(c1)CC1(CN2C)C(=O)NC(=O)N(CCC2=CCCCC2)C1=O (stereo not given)	-4.0	102.6	-8.0	-8.0	37	101.8	-13.0	-1.0	100.1	5.6	1.0
COc1cccc(-n2c(O)c(C=Nc3c(C)n(C)n(-c4ccccc4)c3=O)c(=O)[nH]c2=O)c1	-2.0	102.2	-2.0	-9.0	25	102.8	-3.0	-6.0	105.0	-5.5	-4.0
COC(=O)[C@H]1C[C@@H]1[C@H](NP(=O)(c1ccccc1)c1ccccc1)c1ccccc1	-1.0	97.9	0.0	0.0	17	104.8	0.0	0.0	104.8	0.9	0.0
OC1(c2ccc(F)cc2)CCNC1 (stereo not given)	-2.0	97.0	-4.0	-2.0	18	101.3	-3.0	-3.0	99.2	-11.3	-2.0
O=c1cccc2n1CC1CC2CN(C(c2cccc(F)c2)c2sc3ncnn3c2O)C1 (stereo not given)	-7.0	102.9	-5.0	-1.0	14	106.7	-6.0	-2.0	101.0	-10.6	-1.0
CC12CN3CC(C)(CN(C1)C3c1ccncc1)C2=O (stereo not given)	-9.0	100.7	-7.0	-9.0	57	100.1	-12.0	2.0	97.3	-24.7	0.0
CN1C(=O)NC(=O)/C(=C\c2ccc([N+](=O)[O-])o2)C1=O	8.0	97.6	4.0	2.0	13	?	23.0	12.0	86.9	-68.6	1.0
CCOP(=O)(OCC)C(NC(=O)Cc1ccccc1)C(Cl)(Cl)Cl (stereo not given)	0.0	95.8	-4.0	0.0	74	96.1	0.0	-2.0	95.1	-9.1	-3.0
CCCCN1C(=O)NC(=O)C2(Cc3ccccc3N3CCOCC32)C1=O (stereo not given)	-6.0	99.0	-9.0	-8.0	20	94.6	-16.0	-3.0	101.4	-21.0	-7.0
COc1ccccc1CCNCc1cc2c(cc1[N+](=O)[O-])OCO2	-2.0	98.4	1.0	-2.0	15	101.6	2.0	0.0	103.2	5.0	-1.0
COc1ccc(C(C)=O)cc1CC(C(=O)c1ccc(C)cc1)N(C)C (stereo not given)	-8.0	97.3	-5.0	-5.0	16	102.0	-11.0	-1.0	101.7	-20.8	-2.0
COc1ccc(NC(=O)c2c(C)nn(Cc3ccccc3Cl)c2Cl)cc1Cl	-7.0	98.5	-3.0	-7.0	15	98.8	-11.0	-7.0	98.4	5.5	0.0
COc1cccc(CNC2CN3CCC2CC3)c1OC (stereo not given)	-9.0	97.2	1.0	-6.0	19	99.2	-9.0	1.0	99.5	-10.5	0.0
COc1ccc2c(CCN)c[nH]c2c1	-5.0	98.5	-10.0	-4.0	14	101.2	-13.0	2.0	101.0	-18.1	0.0
O=C(Nc1ccccc1)NC1CC2CCC(C1)N2 (stereo not given)	-6.0	141.9	-15.0	-3.0	41	118.5	-9.0	-2.0	126.7	-4.6	-6.0
Cc1ccc2c(c1)C1CN(C)CCC1N2C(=O)/C(C#N)=C/c1ccc2c(c1)OCO2 (stereo not given)	1.0	101.8	0.0	0.0	14	101.7	0.0	1.0	99.9	-31.1	0.0
COc1ccc(N=Cc2c(O)n(CC3CCCO3)c(=O)[nH]c2=O)cc1 (stereo not given)	-4.0	102.3	-6.0	-7.0	10	102.0	-1.0	-3.0	104.2	-34.3	-5.0
CCOc1ccc(-n2c(CC)nc3ccccc3c2=O)cc1	-8.0	99.8	1.0	-5.0	20	99.8	-9.0	0.0	103.7	-1.9	0.0
O=C(O)C1CSC(c2cccnc2)N1 (stereo not given)	0.0	89.5	0.0	-4.0	15	107.0	-5.0	2.0	94.1	-8.4	2.0
Fc1ccc2c(c1)nnn2C1CCN(Cc2nnnn2C2CCCCC2)CC1	-4.0	85.2	-3.0	-6.0	32	84.8	-9.0	1.0	88.3	-10.5	-2.0
COc1ccc(C2NCc3ccccc3-n3cccc32)cc1 (stereo not given)	-8.0	101.2	0.0	-7.0	28	98.5	-7.0	-3.0	104.8	3.4	-2.0
CN1CN=C(N[N+](=O)[O-])N(Cc2ccco2)C1	-6.0	102.7	-4.0	-8.0	6	99.3	-2.0	-3.0	105.0	-49.8	-7.0
O=C(c1ccc2c(c1)ncn2C1CCCCC1)N1CCC2(CC1)OCCO2	2.0	99.5	0.0	4.0	15	101.3	2.0	3.0	96.3	-22.7	0.0
CC(=O)c1cn(CCCOc2ccccc2)c2ccccc12	-4.0	100.0	1.0	2.0	10	103.8	2.0	1.0	98.7	2.0	1.0
CCCC[N+]1(C)[C@@H]2CC(OC(=O)[C@H](CO)c3ccccc3)C[C@H]1[C@@H]1O[C@@H]12 (stereo not given in full)	-3.0	95.1	-6.0	-4.0	64	101.4	-3.0	-2.0	101.2	-2.9	0.0
C=CCn1c(O)c(C(CC)=Nc2ccccc2NC(C)=O)c(=O)[nH]c1=O	-3.0	103.7	-1.0	-11.0	30	102.5	-9.0	1.0	101.1	1.8	-3.0
Clc1ccc(OCC#CCN2CCCC2)cc1	0.0	101.5	-2.0	-4.0	20	?	-4.0	-4.0	100.0	-4.6	0.0
O=C(Cn1ncc2c3ccccc3n(Cc3ccccc3)c2c1=O)N1CCC2(CC1)OCCO2	-1.0	98.1	10.0	1.0	20	97.3	0.0	0.0	100.8	1.6	2.0
COC(=O)c1c(C)[nH]c(C(=O)C(Cc2ccccc2)N(C)C)c1C (stereo not given)	-10.0	102.7	1.0	-9.0	35	104.7	-11.0	1.0	103.0	-44.8	-2.0
O=c1c2ccccc2nc(N2CCCC2)n1-c1ccccc1	-4.0	100.2	-6.0	-3.0	18	97.2	-7.0	0.0	99.5	-4.8	-1.0

# Record cards, from the list above:
# `Cc1ccc2c(c1)CC1(CN2C)C(=O)NC(=O)N(CCC2=CCCCC2)C1=O` (stereo not given) reads Bcl-2 Bim block = -4.0; RGS4-Gao reg = 102.6; Bcl-XL Bim block = -8.0; Bim-Bcl-B = -8.0; GSH fluor = 37; RGS7-Gao = 101.8; Bfl-1 Bim block = -13.0; Bim-Bcl-W = -1.0; RGS8-Gao = 100.1; Mcl1-Bid inh = 5.6; Mcl-1 Bim block = 1.0
# `O=c1cccc2n1CC1CC2CN(C(c2cccc(F)c2)c2sc3ncnn3c2O)C1` (stereo not given) reads Bcl-2 Bim block = -7.0; RGS4-Gao reg = 102.9; Bcl-XL Bim block = -5.0; Bim-Bcl-B = -1.0; GSH fluor = 14; RGS7-Gao = 106.7; Bfl-1 Bim block = -6.0; Bim-Bcl-W = -2.0; RGS8-Gao = 101.0; Mcl1-Bid inh = -10.6; Mcl-1 Bim block = -1.0

# The results go on:
compound	Bcl-2 Bim block	RGS4-Gao reg	Bcl-XL Bim block	Bim-Bcl-B	GSH fluor	RGS7-Gao	Bfl-1 Bim block	Bim-Bcl-W	RGS8-Gao	Mcl1-Bid inh	Mcl-1 Bim block
Cc1c2cnn(CC(=O)N3CCC4(CC3)OCCO4)c(=O)c2c(C)n1Cc1ccccc1F	-2.0	104.2	1.0	-6.0	43	105.3	-6.0	4.0	101.5	-5.7	2.0
CCOC(=O)C(O)(c1ccc(N)c(OC)c1)C(F)(F)F (stereo not given)	-1.0	100.7	-4.0	0.0	17	100.0	0.0	-2.0	101.2	-32.8	-4.0
O=C1/C(=C/c2ccc3c(c2)OCO3)N2CCC1CC2	-6.0	99.0	-6.0	-10.0	11	99.8	-7.0	-1.0	101.2	-1.4	-2.0
CCN1C(=O)C(=Cc2cc(C)n(C3CC3)c2C)C(=O)N(CC)C1=S	18.0	100.6	19.0	3.0	8	112.5	10.0	10.0	122.1	-14.5	16.0
CC(C)(C)P(=O)(c1ccncc1)N1CCCC1 (stereo not given)	0.0	100.4	0.0	0.0	12	99.2	0.0	0.0	101.0	-17.5	0.0
C#CC[N+]1(C)C2CCC1CC(O)C2 (stereo not given)	0.0	89.4	-2.0	-2.0	11	86.4	-5.0	0.0	91.2	-16.1	-1.0
Nc1c([N+](=O)[O-])cc(F)c(N2CCNCC2)c1Br	-2.0	44.0*	-4.0	-6.0	10	39.3*	-1.0	-5.0	51.9*	-23.4	-6.0
Clc1cccc(C2NCCc3[nH]cnc32)c1 (stereo not given)	-1.0	100.1	0.0	0.0	8	98.8	-1.0	1.0	102.4	-24.7	0.0
Cc1cc(OC(=O)CCCNC(=O)OC(C)(C)C)c2c3c(c(=O)oc2c1)CCC3	-3.0	97.5	0.0	-5.0	23	99.1	-8.0	0.0	99.4	-22.5	-2.0
O=C1NC(=O)N(Cc2ccccc2)C(=O)/C1=C/N1CCCc2ccccc21	-5.0	98.9	-7.0	-5.0	15	97.3	2.0	-7.0	101.7	-81.9	-3.0
Cc1ccc(C2=NC(C)(C)N3C2C3c2ccc([N+](=O)[O-])cc2)cc1 (stereo not given)	-6.0	100.5	-10.0	-8.0	12	104.4	-13.0	-2.0	100.6	-9.2	-6.0
CCCSc1nc(O)c(CC)c(=O)n1C(C)CC (stereo not given)	-1.0	103.3	-4.0	-1.0	18	102.4	-1.0	-3.0	104.3	-56.4	-4.0
C[C@@H]1C2C[C@@]34COC(=O)C3=CC=C[C@H]4[C@@]13C[C@H](c1ccoc1)O[C@@H]3O2	-1.0	101.4	0.0	-2.0	19	104.9	0.0	0.0	98.4	-6.8	-3.0
COc1ccc(Cl)cc1NC1=NCC(C)S1 (stereo not given)	-6.0	100.4	-6.0	-10.0	31	98.5	-14.0	0.0	100.8	18.5	0.0
CC1CCCCN1CC(=O)c1ccc2cc[nH]c2c1 (stereo not given)	-8.0	104.3	-7.0	-6.0	19	101.6	-8.0	0.0	104.5	-12.8	-3.0
CN(C)CC1CSCCC1(O)c1ccc(Cl)cc1 (stereo not given)	3.0	100.8	-2.0	-3.0	16	100.8	0.0	-2.0	104.8	-0.2	0.0
Nc1c(C(=O)NCc2ccco2)c2nc3ccccc3nc2n1CCN1CCCCC1	4.0	100.3	8.0	6.0	53	99.4	9.0	5.0	101.4	-24.0	5.0
c1ccc(P(c2ccccn2)c2ccccn2)cc1	2.0	74.4	1.0	-3.0	11	77.2	-1.0	-1.0	74.9	-33.5	0.0
CCc1cccc(CC)c1NC(=S)N1CC2CC(C1)c1cccc(=O)n1C2 (stereo not given)	-6.0	100.0	-9.0	-6.0	18	101.7	-11.0	-3.0	99.8	-15.0	-3.0
O=C1CN=C(c2ccccc2F)c2cc(Cl)ccc2N1	1.0	85.9	-4.0	-2.0	19	89.3	1.0	0.0	82.6	3.4	-2.0
O=P(CN1CCN(c2ccccc2)CC1)(N1CCCCC1)N1CCCCC1	-6.0	97.3	-4.0	-7.0	12	102.6	-13.0	0.0	102.0	-29.4	-2.0
O=C1NC(=O)N(c2ccc3c(c2)OCO3)C(=O)/C1=C/c1cccs1	2.0	97.5	0.0	1.0	7	95.1	-5.0	-1.0	97.5	-46.9	-3.0
